Bioassay records from PubChem BioAssay.
Pf growth 96h: P. falciparum growth inhibition at 96 hour, primary screen for plastid delayed-death inhibitors. P. falciparum luciferase reporter growth, 96 h. Potency, µM (top dose mostly 28.7 µM), for inactives: top-dose activity change, negative = inhibition, actives largely listed as inhibitors. 320,000 tested, 6.9% active; further: potency means the concentration at half of the fitted maximal effect; on the % scale 0 is the no-effect control and ±100 the full control effect
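Plates of compound plus infected erythrocytes (2% hematocrit, 0.05% parasitemia final) incubate 96 hours, 37 C, 5% CO2. Detection reagent added; reduced luminescence from the parasites' luciferase reporter flags inhibition.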
CHX counter: counter-screen hit for Shiga toxin inhibitors, cycloheximide; cell reporter, cycloheximide protein synthesis inhibition counterscreen; AID 2314; max response, %; 300,000 tested, 12% active; in the data active means max response mostly above about 13%, no sharp cut-off; inactive means mostly below about 14%; further: read at 38.3 µM for the half of the compounds with a filed dose; 0% is about no effect
AmpC inh no detg: inhibitors of E. coli AmpC beta-lactamase without detergent; AmpC nitrocefin hydrolysis, absorbance 480 nm, 0.0001% Triton; 330,000 tested, 0.52% active; P00811; Potency, µM (series often up to 57.1 µM), without a hit: at the highest dose activity change, negative = inhibition, usual class: inhibitors;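 further: potency means the concentration at half of the fitted maximal effect; plate controls were no compound for no effect and no enzyme for full effect; nearly all actives have a fitted effect of over 20% in size; some results filed as inactive show a strong effect at the top dose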
Target sequence (P00811 whole entry, looked up): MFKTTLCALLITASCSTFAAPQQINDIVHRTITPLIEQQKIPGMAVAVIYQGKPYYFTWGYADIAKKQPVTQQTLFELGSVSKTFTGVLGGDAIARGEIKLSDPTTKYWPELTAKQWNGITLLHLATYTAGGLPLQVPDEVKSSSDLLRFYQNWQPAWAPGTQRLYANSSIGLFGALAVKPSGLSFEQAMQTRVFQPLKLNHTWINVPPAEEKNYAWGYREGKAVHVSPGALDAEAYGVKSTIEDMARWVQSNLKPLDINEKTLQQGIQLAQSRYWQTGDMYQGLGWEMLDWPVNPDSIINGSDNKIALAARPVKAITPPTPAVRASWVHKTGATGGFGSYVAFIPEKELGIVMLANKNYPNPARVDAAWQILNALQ
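20 mM phosphate pH 7.0 + 0.01% (detergent screen) or 0.0001% Triton X-100; 5.3 nM AmpC reagent; cpd preinc 15 min RT; nitrocefin (800 uM stock) to start; A480 q20 s × 4 min; Activity was normalised to no-enzyme and no-compound control wells.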
Tb PYK inh: T. brucei pyruvate kinase inhibition. 410,000 tested, 0.12% active. TbPYK enzyme, Kinase-Glo Plus ATP luminescence, 45 min. Potency, µM (titrated, usually from 76.8 µM), for inactives: at the top dose activity, negative = inhibition, hits mostly inhibitors; further: potency means the concentration at half of the fitted maximal effect; on the % scale 0 is the no-effect control and ±100 the full control effect; nearly all actives have a fitted effect of over 50% in size
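Assay buffer: 50 mM TEA pH 7.2, 100 mM KCl, 10 mM MgCl2, 0.05% BSA, 0.01% Tween-20. Pyruvate kinase from T. brucei plus substrate met compound, then ADP (130 uM final). Luminescence was read post 45 min RT.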
Pf growth 48h: P. falciparum growth inhibition at 48 hours (one generation). P. falciparum luciferase growth in erythrocytes, 48 h. Potency, µM (highest dose often 28.7 µM), for inactives: top-dose activity change, negative = inhibition, most hits filed as inhibitors. 310,000 tested, 5.9% active; further: potency means the concentration at half of the fitted maximal effect; on the % scale 0 is the no-effect control and ±100 the full control effect
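Luminescence readout; reporter = integrated firefly luciferase in P. falciparum. RBC culture at 2% hematocrit, 0.1% parasitemia final, 37 C/5% CO2; decreased signal taken as growth inhibition.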
LmPK inhibitor: LmPK (Leishmania mexicana) enzyme inhibition; Q27686; purified LmPK, Kinase-Glo ATP luminescence, 1 h; Potency, µM (titrated, usually from 57.5 µM), inactives show at the top dose activity change, negative = inhibition, usual class: inhibitors; 290,000 tested, 0.37% active; AID 1721; further: potency means the concentration at half of the fitted maximal effect; on the % scale 0 is the no-effect control and ±100 the full control effect
Target sequence (Q27686 whole entry, looked up): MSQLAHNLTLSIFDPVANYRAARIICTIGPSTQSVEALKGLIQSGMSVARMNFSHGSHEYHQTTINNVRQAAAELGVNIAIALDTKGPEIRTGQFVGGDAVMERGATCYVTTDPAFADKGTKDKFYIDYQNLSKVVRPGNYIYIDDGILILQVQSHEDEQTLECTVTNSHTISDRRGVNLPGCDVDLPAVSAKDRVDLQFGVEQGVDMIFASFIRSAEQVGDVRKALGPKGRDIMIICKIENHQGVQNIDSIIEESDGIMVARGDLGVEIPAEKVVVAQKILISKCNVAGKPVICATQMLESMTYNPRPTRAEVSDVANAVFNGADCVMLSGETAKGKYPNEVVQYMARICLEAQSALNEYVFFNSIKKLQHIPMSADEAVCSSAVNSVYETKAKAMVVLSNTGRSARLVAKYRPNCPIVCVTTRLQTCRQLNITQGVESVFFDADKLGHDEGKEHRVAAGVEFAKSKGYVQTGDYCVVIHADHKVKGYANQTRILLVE
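Kinase-Glo luminescence read after 1 h RT reaction of 0.1 nM LmPK with 0.5 mM PEP and 0.1 mM ADP. Activity scaled between uninhibited and enzyme-free controls.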
Shiga inhibitor: blocks Shiga toxin action in Vero cells | inhibition, % at 38.7 µM | 290,000 tested, 9.2% active | Vero cells, Shiga toxin protein synthesis inhibition reporter; in the data active means inhibition mostly above about 28%, no sharp cut-off; inactive means mostly below about 43%; further: 0% is about no effect
Active calls of the source: *; ? = inconclusive; . = not tested or not shown; & = joins results of further samples; [ ] = another dose, or the depositor's remark. Unless noted, the call rests on the fitted dose curve; in most records, active means well fitted curve in the direction sought with a large enough effect; inconclusive means small, poorly fitted or top-dose-only effect, or another doubt; inactive means no such curve, though single readings can be large; an effect the other way counts as inactive or inconclusive.

SMILES	Pf growth 96h	CHX counter	AmpC inh no detg	Tb PYK inh	Pf growth 48h	LmPK inhibitor	Shiga inhibitor
CC(C)(C)NC(=O)C(c1ccco1)N(C(=O)c1ccc(CN2CCOCC2)o1)c1ccccc1 (stereo not drawn)	-10%	-5	55%	-1%	?	6%	-7
Cc1scc(C(=O)N/N=C/c2ccc(OCC(C)C)cc2)c1C	12µM*	16	-36%	0%	.	5%	46
COc1ccc(C(=O)NCC(c2ccco2)N2CCc3ccccc3C2)cc1 (stereo not drawn)	0%	.	-12%	3%	?	.	.
CCCCCn1c2c(c(=N)c3ccccc31)CCC2	?	2	-12%	2%	0.66µM*	-6%	-10
CCO[C@@H]1OC(C(=O)N2CCN(Cc3ccccc3)CC2)=C[C@H](c2ccc(C(F)(F)F)cc2)[C@H]1CCCO	15µM*	6	182%[activator]	5%	?	0%	-16
COc1ccc(NC(=O)CC2C(=O)N(c3ccc(Cl)cc3)C(=S)N2CCc2ccccn2)cc1 (stereo not drawn)	?	18	10%	5%	?	4%	10
COc1c(C)cccc1C(=O)Nc1ccc(CN2CCCCC2)cc1	?	37*	-2%	.	.	-2%	56
COc1ccc(O)c(/C=N/NC(=O)c2cc(=O)[nH]c3ccccc23)c1	1%	-1	-9%	2%	?	2%	25
CCOC(=O)c1c(C)n(C)c2ccc(OC)c(NS(=O)(=O)c3ccc(Cl)s3)c12	?	-2	-6%	4%	1%	0%	-10
S=c1[nH]nc(C2CCCCC2)n1/N=C/C(Cl)=C\c1ccccc1	?	-2	-18%	-14%	-5%	6%	22
Cc1ccccc1Cn1c(NC2CCCC2)nc2c1c(=O)[nH]c(=O)n2C	?	-4	-6%	2%	-1%	-1%	-2
CCOc1ccc(N2C(=O)/C(=C\c3ccc(O)c(OC)c3)S(=O)(=O)C2c2cccc([N+](=O)[O-])c2)cc1 (stereo not drawn)	-33%[1.15 µM]	-2	-38%	-5%	6%	11%[11.5 µM]	-11
Clc1nssc1=Nc1ccc(Br)cc1	-27%	11	-31%	?	17%	2%	59*
CCn1c2ccccc2c2cc(N=C3SC(CC(=O)Nc4ccccc4)C(=O)N3C)ccc21 (stereo not drawn)	?	-2	-16%	1%	?	-2%	-3
Cc1nn(-c2ccccc2)c(N)c1C(c1ccc(C(C)C)cc1)c1c(C)nn(-c2ccccc2)c1N	0%	-1	180%[activator]	6%	10µM*	0%	1
Cc1c(C(Nc2ccccn2)c2ccccc2)c(=O)n(-c2ccccc2)n1C (stereo not drawn)	-17%	-2	-3%	-19%	3%	3%	10
CCOc1ccc(NC(=O)CN(C)C(=O)c2c(C)nn(-c3ccccc3)c2Cl)cc1OCC	-11%	.	54%	-1%	-12%	.	.
Cn1c2ccccc2c2c(C(=O)O)cn(C3CCCC3)c(=O)c21	?	-3	-9%	0%	.	10%	3
Cc1cc(C(=O)Nc2ccc(C#N)cc2)on1	14%	8	-9%	-1%	36%[activator]	-3%	5
CSc1nc(C)cc(Oc2ccc(=O)n(C)n2)n1	33%[activator]	-3	-13%	0%	30%[activator]	0%	5
COc1cccc(-c2ccc(SCC(=O)NC3CCCC3)nn2)c1	?	-4	-15%	-11%	-6%	-7%	-1
COc1ccc(C(=O)N2CCN(c3ccccc3OC)CC2)cc1	-34%[5.75 µM]	21	-2%	-5%	11%	9%	84
Cc1cc(NC(=NC2CC2)c2ccccc2)n(-c2ccccc2)n1	?	-4	-28%	5%	?	6%	-7
COc1ccc(Br)cc1CNCC1CCCO1 (stereo not drawn)	-1%	-2	-13%	-4%	3%	-2%	.
CCOc1ccc(C(=S)N2CCN(C)CC2)cc1	?	-1	-12%	?	-1%[5.75 µM]	-4%	24
OC(COCC(F)(F)C(F)(F)C(F)(F)C(F)F)Cn1c2ccc(Cl)cc2c2cc(Cl)ccc21 (stereo not drawn)	0.59µM*	-6	-32%	-12%	1µM*	-1%	-10
O=C(NCc1cccnc1)c1ccc(Br)s1	40%[activator]	-2	-14%	1%	79%[activator]	-6%	-5
Cc1ccccc1NC(=O)c1ccc2c(c1)C(=O)N(CC(C)C)C2=O	-13%	-3	-19%	-3%	-2%	9%	.
CCOc1ccccc1N(C(=O)c1snc(C(N)=O)c1N)C(C(=O)NC1CCCC1)c1ccco1 (stereo not drawn)	-7%	-4	-16%	-3%	?	1%	-10
CN(C)CCN1C(=O)C(=O)/C(=C(/O)c2ccc3c(c2)OCCO3)C1c1ccccn1 (stereo not drawn)	55%[activator]	42*	0%	0%	62%[activator]	-1%	102*
O=C(COC(=O)C1CCC1)NCc1ccc(Cl)cc1Cl	10%	.	-17%	-1%	10%	.	.
OCCC1CN(Cc2nc(-c3ccc(F)cc3)cs2)CCN1CCc1ccccc1 (stereo not drawn)	-4%	-1	174%[activator]	0%	?	6%	-5
CCc1nc(CN2CCCC(C(=O)c3ccc4c5c(cccc35)CC4)C2)c(C)[nH]1 (stereo not drawn)	1%	1	113%[activator]	-7%	?	0%	-9
CC(=O)c1ccc(Oc2ncnc3sccc23)cc1	149%[activator]	48*	-7%	-1%	284%[activator]	0%	80*
COc1ccc(N(CC(=O)NC2CCCC2)C(=O)Cn2nnc(-c3ccc(C)cc3)n2)cc1	-26%	-3	44%	5%	-9%	2%	10
CCCCN1C(Nc2ccccc2)=NC[C@@H]1Cc1ccccc1	36%[activator]	.	0%	2%	?	.	.
CC(C)(C)C(=O)N1CCN(c2ncnc3scc(-c4ccccc4)c23)CC1	13µM*	-2	82%[activator]	2%	.	7%	-7
COc1ccc(N(CC(=O)NCCSc2ccccn2)S(=O)(=O)c2ccccc2)c(OC)c1	-22%	4	15%	1%	0%	1%	-13
Nc1ncc(-c2ccccc2)c(-c2ccc(O)cc2O)n1	-5%	-5	-41%	7%	.	3%	-8
CCCCNC(=O)C1COc2ccccc2O1 (stereo not drawn)	245%[activator]	0	-21%	5%	12%	-3%	2
CN(Cc1ccc(F)cc1)C(=O)c1cccc(S(=O)(=O)N2CCN(Cc3ccccc3)CC2)c1	?	.	161%[activator]	2%	-5%	.	.
OCC[C@H]1C[C@@H](O)[C@H](O)[C@@]2(CCc3ccccc3CO2)O1	?	.	-24%	2%	-14%	.	.
COc1cc2nc(SCC(N)=O)n(CCC3=CCCCC3)c(=O)c2cc1OC	13µM*	-6	6%	1%	-12%	2%	-4
CC(c1ccccc1)N1CC(C(=O)NC2CCCC2)CC1=O (stereo not drawn)	34%[activator]	-4	-5%	5%	0%	6%	-7
N#Cc1ccc(CSCC(=O)O)cc1	-6%	-1	-13%	5%	10%	-3%	-12
CCOC(=O)CC1C(=O)NCCN1C1CCCC1 (stereo not drawn)	13%	-2	-1%	-4%	55%[activator]	-10%	1
O=c1c2ccccc2sn1-c1cc(S(=O)(=O)N2CCOCC2)ccc1N1CCOCC1	10%	-3	134%[activator]	4.5µM*	3.7µM*	-5%	-17
C/C(=N\NC(=O)c1ccoc1C)c1ccc(Br)s1	-9%	57*	-27%	-7%	36%[activator]	-15%	80*
CN(C)C(CNC(=O)C1CCCN(C(=O)c2ccc(Cl)cc2)C1)c1ccco1 (stereo not drawn)	0%	11	10%	5%	?	-2%	-5
CN1C[C@@H]2C[C@@H](c3cccn3-c3ccccn3)N3CCC[C@@]23C1=O	-11%	-1	-20%	4%	32%	-2%	-4
NC(=O)C1CCN(Cc2cccc(OCc3ccccc3)c2)CC1	0%	0	54%	0%	-19%	-1%	5
COC(=O)c1ccc(CNC(=O)Cn2cnnn2)cc1	26%	-3	-15%	-4%	6%[0.00184 µM]	-1%	3
O=C(Nc1ccc(Br)cc1)c1ccc(F)c(S(=O)(=O)NCc2cccs2)c1	?	-2	-24%	-6%	?	4%	-4
COc1ccc(-c2csc(NC(=O)c3ccccc3F)c2C(=O)O)cc1	?	36*	-22%	-2%	53%[activator]	1%	59*
Cc1ccnc(SCc2ccc([N+](=O)[O-])cc2)n1	?	17*	-13%	2%	80%[activator]	6%	46
CN1C(=O)Cc2cc(S(=O)(=O)N3CCN(c4ccc(Cl)cc4)CC3)ccc21	7%	1	19%	3%&2%	?	10%	-5
Cc1ccc(C)c(OCC(=O)NNC(=O)C2CC2)c1	20%	-3	-18%	-11%	11%	-8%	-25
Cc1ccc(/C=c2\sc3nc(-c4ccco4)nn3c2=O)o1	?	9	?	4%	10%	11%	8
C#CCOCCOCCOCCNc1nc(N2CCN(C(=O)[C@H]([C@@H](C)CC)n3cc([C@@H](N)CO)nn3)CC2)nc(N2CCN(C(=O)[C@H](Cc3cc4ccccc4[nH]3)n3cc([C@@H](N)Cc4ccc(O)cc4)nn3)CC2)n1	2.9µM*	-4	221%[activator]	.	-100%	1%	14
Cc1ccc(-c2nnc3sc(-c4ccncc4)nn23)cc1	.	-2	-11%	3%	-16%	1%	-9

Later entries.
SMILES	Pf growth 96h	CHX counter	AmpC inh no detg	Tb PYK inh	Pf growth 48h	LmPK inhibitor	Shiga inhibitor
Cc1cc(C(C)(C)C)oc1C(=O)Nc1ccc(CC(=O)O)cc1	?	-4	-13%	-6%	?	-5%	11
C=C1CCC(O)C/C1=C/C=C1\CCC[C@]2(C)[C@@H]([C@H](C)/C=C/[C@H](C)C(C)C)CC[C@@H]12 (stereo partly drawn)	?	.	.	-4%	-18%	.	.
CSCCC(NS(=O)(=O)/C=C/c1ccccc1)C(=O)NCCc1ccc(S(N)(=O)=O)cc1 (stereo not drawn)	-32%	-1	-26%	-6%	?	1%	11
CCOC(=O)C1=C(c2ccccc2)NC(=O)NC1c1ccc(OC)c(OC)c1 (stereo not drawn)	28%	8	-3%	-1%	13%	0%	-8
C=CCSc1nccc(=O)[nH]1	-27%	-4	-27%	-23%	2%	1%	-10
CCC1(C)Cc2c(sc3nc(SC)n(Cc4ccccc4)c(=O)c23)CO1 (stereo not drawn)	-6%	-4	-15%	0%	.	-4%	-6
Cc1ccc(NC(=O)CSCC(=O)NCc2ccco2)cc1	1%	.	-17%	-7%	-7%	.	.
O=C(CCNC(=O)c1ccc(Cl)cc1)Nc1ccncc1	-1%	.	-14%	0%	0%	.	.
O=C(O)C1CCCCC1C(=O)Nc1cc(Cl)ccc1Cl (stereo not drawn)	.	4	-20%	4%	-9%	-1%	-12
O=C(COc1cc2oc(=O)c3c(c2cc1Cl)CCC3)NCc1ccccn1	46%[activator]	6	-5%	2%	27%	1%	-16

Compound profiles (already shown). Order of values: Pf growth 96h, CHX counter, AmpC inh no detg, Tb PYK inh, Pf growth 48h, LmPK inhibitor, Shiga inhibitor
Entry for O=C(COc1cc2oc(=O)c3c(c2cc1Cl)CCC3)NCc1ccccn1 = 46%[activator], 6, -5%, 2%, 27%, 1%, -16
Entry for O=C(CCNC(=O)c1ccc(Cl)cc1)Nc1ccncc1 = -1%, ., -14%, 0%, 0%, ., .
Entry for C=CCSc1nccc(=O)[nH]1 = -27%, -4, -27%, -23%, 2%, 1%, -10
Entry for CSCCC(NS(=O)(=O)/C=C/c1ccccc1)C(=O)NCCc1ccc(S(N)(=O)=O)cc1 (stereo not drawn) = -32%, -1, -26%, -6%, ?, 1%, 11
